# Cycloheximide cs: counter-screen hit for Shiga toxin inhibitors, cycloheximide; cell reporter, cycloheximide protein synthesis inhibition counterscreen; AID 2314; 300,000 tested, 12% active; max response, %; in the data active = max response mostly above about 13%, no sharp cut-off; inactive = mostly below about 14%; also: read at 38.3 µM for the half of the compounds with a filed dose; 0% is about no effect
# Sm TGR inh: blocks Schistosoma mansoni thioredoxin glutathione reductase | 360,000 tested, 3% active | purified TGR, DTNB reduction, TNB absorbance 405 nm | AID 485364 | Potency, µM (series often up to 114 µM), for inactives: at the highest dose activity change, negative = inhibition, hits mostly inhibitors; also: potency is read from the fitted curve at half-maximal effect; % is scaled to controls: 0 for no effect and ±100 for the full control effect; nearly all actives have a fitted effect of over 60% in size
#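 First, TGR (20 nM dispensed) and NADPH were mixed with compound. Second, a 15 min room-temperature incubation followed. Third, further NADPH and then DTNB were added to start the reaction. Finally, TNB absorbance was monitored kinetically.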
# Pf growth 48h: P. falciparum growth inhibition at 48 hours (one generation); P. falciparum luciferase growth in erythrocytes, 48 h; 310,000 tested, 5.9% active; Potency, µM (series often up to 28.7 µM), for inactives: top-dose activity change, negative = inhibition, hits mostly inhibitors; AID 504832; also: potency is read from the fitted curve at half-maximal effect; % is scaled to controls: 0 for no effect and ±100 for the full control effect
#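 Read-out is firefly luciferase luminescence from an integrated reporter in P. falciparum, so falling signal marks reduced parasite growth. Infected erythrocytes were at 2% hematocrit and 0.1% parasitemia (final) in Albumax-supplemented RPMI 1640.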
# Giardia FBPA inh: Giardia lamblia aldolase inhibition | purified Giardia FBPA | Potency, µM (highest dose often 59.6 µM), without a hit: at the highest dose activity, negative = inhibition, hits mostly inhibitors | 290,000 tested, 0.71% active; also: potency is read from the fitted curve at half-maximal effect; % is scaled to controls: 0 for no effect and ±100 for the full control effect; nearly all actives have a fitted effect of over 55% in size
# Target sequence (A8B2U2 whole entry, looked up): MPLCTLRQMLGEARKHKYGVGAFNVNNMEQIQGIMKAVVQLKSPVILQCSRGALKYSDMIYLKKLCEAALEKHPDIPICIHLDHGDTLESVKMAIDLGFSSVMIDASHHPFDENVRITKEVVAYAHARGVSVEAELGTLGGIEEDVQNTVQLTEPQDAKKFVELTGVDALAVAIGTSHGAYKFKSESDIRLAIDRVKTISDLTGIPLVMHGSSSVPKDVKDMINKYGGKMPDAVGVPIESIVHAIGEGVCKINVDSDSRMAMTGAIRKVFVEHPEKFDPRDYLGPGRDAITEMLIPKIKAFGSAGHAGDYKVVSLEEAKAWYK
#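 Giardia FBPA (40 nM reagent) was preincubated 10 min at RT with compound (up to 57.5 uM final), then substrate plus GAPDH/TPI/NAD/arsenate coupling system with diaphorase/resazurin was added; resorufin fluorescence (525/598 nm) was read after 20 min.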
# Pf growth 96h: P. falciparum growth inhibition at 96 hour, primary screen for plastid delayed-death inhibitors; P. falciparum luciferase reporter growth, 96 h; Potency, µM (highest dose often 28.7 µM), without a hit: at the top dose activity change, negative = inhibition, usual class: inhibitors; 320,000 tested, 6.9% active; also: potency is read from the fitted curve at half-maximal effect; % is scaled to controls: 0 for no effect and ±100 for the full control effect
#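 96 h incubation, 37 C, 5% CO2, of luciferase-reporter P. falciparum-infected RBCs (2% hematocrit, 0.05% parasitemia final) with test compounds; endpoint luminescence.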
# Shiga toxin inh: blocks Shiga toxin action in Vero cells; Vero cells, Shiga toxin protein synthesis inhibition reporter; inhibition, % at 38.7 µM; 290,000 tested, 9.2% active; AID 2315; in the data active = inhibition mostly above about 28%, no sharp cut-off; inactive = mostly below about 43%; also: 0% is about no effect
# Active calls of the source: *; ? = inconclusive; nt = not tested or not shown; & = joins results of further samples; [ ] = remark or other dose. Unless noted, calls follow the shape of the dose curve; as a rule, active = well fitted curve in the direction sought with a large enough effect; inconclusive = small, poorly fitted or top-dose-only effect, or another doubt; inactive = no such curve, though single readings can be large; an effect the other way counts as inactive or inconclusive.
SMILES,Cycloheximide cs,Sm TGR inh,Pf growth 48h,Giardia FBPA inh,Pf growth 96h,Shiga toxin inh
CCc1ccc(/C=C2/C(=O)N(C)C(=S)N2CC(=O)OC)s1,-1.1,nt,-2.7%,-9.1%,48.7%[activator],1.4
COc1cc(/C=C(\C#N)c2nc3ccccc3[nH]2)ccc1OC(=O)c1ccco1,47.8*,0.4%,58.2%[activator],-0.2%,20.1%,42.9*
CCCN1C2CCCC1CC(NC(=O)c1ccc(C(C)(C)C)cc1)C2 (stereo not drawn),12.6*,11.9%,10.6%,-10.5%,0.0%,80.6
COC(=O)CCN(C(=O)c1cc([N+](=O)[O-])cc([N+](=O)[O-])c1)c1ccccn1,0.5,-16.0%,4.3%,-17.7%,-13.5%,-19.0
Cc1cc2ncc(-c3ccccc3)nc2cc1C,38.9*,-8.7%,268.6%[activator],8.3%,0.0%,106.4*
CNC(=O)c1ccsc1NC(=O)CCS(=O)(=O)c1ccc(C)cc1,nt,-12.3%,-1.3%,nt,?,nt
COc1ccc(C(C)=O)cc1CSCCC#N,-3.9,4.1%,nt,1.0%,?,-16.5
CSc1nnc2c(n1)OC(c1cn(C)c3ccccc13)N(C(C)=O)c1ccccc1-2 (stereo not drawn),-2.9,-0.6%,19.2%,-8.8%,254.9%[activator],30.3
Cc1nc2ccccc2c2oc(C(=O)N3CCc4ccccc4C3)cc12,-6.8,-0.2%,nt,-6.4%,?,-9.2
c1cc(-n2nnc3cnccc32)ccn1,-1.9,-3.3%,32.0%,2.6%,-9.4%,-9.0
O=C(NCC1CCCO1)C(=O)N/N=C/c1cccc(Cl)c1 (stereo not drawn),7.0,-1.3%,8.2%,nt,?,-13.3
COc1ccc(COCCN2CCN(S(=O)(=O)c3ccc(C)cc3)CCC2=O)cc1,4.8&-3.7,-16.0%,-3.8%,-1.9%&1.7%,?,-15.6
CC(=O)OCc1nc2sc3c(c2c(=O)[nH]1)CCCC3,-1.0,5.9%,9.3%,1.7%,-10.5%,11.6
COc1ccc(N(CC(=O)NCC2CCCO2)S(=O)(=O)c2ccccc2)cc1OC (stereo not drawn),-4.2,3.5%,7.0%,5.8%,-11.1%,-5.7
COc1ccc(-c2cc(C(=O)N3CCC4(CC3)OCCO4)c3ccccc3n2)cc1,24.9*,-7.5%,19.2%,nt,23.1%,38.7
COc1ccc(N2CCN(C3CCCN(Cc4cccc(OC)c4)C3)CC2)cc1 (stereo not drawn),-0.6,-7.9%,-19.5%,2.5%,?,-8.1
COC(C(=O)Nc1cccc([N+](=O)[O-])c1)c1ccccc1 (stereo not drawn),6.3,26.1%,10.0%,0.0%,47.2%[activator],-4.8
COc1cccc(Nc2nc(CN3CCOCC3)nc3sc4c(c23)CCCC4)c1,-2.9,0.4%,14.7µM*,6.4%,?,-7.9
O=C(NCc1ccco1)/C(=C/c1ccc([N+](=O)[O-])cc1)NC(=O)c1ccco1,-3.7,-23.2%,33.8%[activator],nt,?,-3.3
c1c2c(cc3sc(N4CCOCC4)nc13)OCCO2,14.3*,1.0%,-4.7%,0.3%,?,48.4
O=C(CN1CCN(c2ccc(F)cc2)CC1)N1CCC(Cc2ccccc2)CC1,-3.7,-14.8%,-13.0%,-16.5%,9.6%,-21.5
COc1cc(OC)cc(-c2nnc(NC(=O)Cc3ccc(F)cc3)o2)c1,-3.3,-10.6%,-26.7%,nt,?,17.5
CN(Cc1ccccc1)S(=O)(=O)c1ccc(Cl)c(C(=O)NCc2cccnc2)c1,nt,0.0%,?,nt,-2.3%,nt
O=C(NC(=S)Nn1cnnc1)c1ccccc1Cl,1.0,-0.2%,8.2%,?,-2.6%,12.8
Cc1ccc(C(=O)Nc2ccc(C(=O)OCc3cc(=O)n4ccsc4n3)cc2)cc1,nt,-1.9%,-19.5%,nt,?,nt
# Other results follow.
SMILES,Cycloheximide cs,Sm TGR inh,Pf growth 48h,Giardia FBPA inh,Pf growth 96h,Shiga toxin inh
COCC(=O)/C=C1\Sc2ccccc2N1C,6.8,3.0%,28.0%,-4.1%,8.6%,18.2
Cc1c(C(=O)Nc2cc(F)ccc2F)sc2nc3n(c(=O)c12)CCCCC3,36.3*,0.4%,104.5%[activator],nt,?,31.0
CCC(=O)Nc1ccc(NC(=O)c2ccco2)c(OC)c1,30.1*,3.2%,105.4%[activator],-4.0%,?,67.3*
CC(C)c1ccc(NC(=O)C(=O)c2cn(CC(=O)N3CCCCC3)c3ccccc23)cc1,-3.3,1.5%,-17.9%,-4.3%,?,-7.6
Cc1[nH]c(=O)n(C(C)(C)C)c(=O)c1Cl,-1.3,nt,nt,2.6%,nt,0.4
Cc1cccc(-n2c(N)cc(=O)nc2SC(C)C(=O)NC2CCCCC2)c1 (stereo not drawn),-2.2,0.0%,-19.9%,-2.8%,nt,-8.5
CN(C)S(=O)(=O)c1ccc(C(=O)NCC(=O)N/N=C/c2cccs2)cc1,4.1,10.4%,11.6%,5.0%,56.4%[5.75 µM],-5.6
CCOCCCNC(=O)CCn1nc(-c2ccc(Cl)cc2)ccc1=O,3.3,-11.6%,24.4%,15.1%,0.0%,-2.7
O=C(Nc1nc(-c2cc3ccccc3oc2=O)cs1)c1ccc(Br)o1,15.4,4.7%,-0.9%,-4.8%,-0.7%[5.75 µM],70.6
O=C(CSc1n[nH]c(-c2ccncc2)n1)Nc1ccc(Br)cc1,-0.8,-0.5%,-23.1%,-17.9%,?,-10.7
CCN(CC)c1ccc(-c2n[nH]c(=S)n2-c2ccccc2C)cc1,-1.7,-1.6%,?,9.1%,?,37.9
Cc1ccc2sc(NC(=O)CN3C(=O)CCC3=O)nc2c1C,4.0,-4.4%,-18.1%,-3.9%,21.2%,2.9
O=C(/C=C/c1c(F)cccc1Cl)NCCCN1CCOCC1,-2.6,-19.7%,8.7%,13.7%,16.5%,18.3
COc1ccc(C(=O)N2CCCC(Nc3ccc(F)c(F)c3)C2)c(OC)n1 (stereo not drawn),24.8,-11.2%,-17.6%,nt,-6.3%,14.5
CCNC(=O)N(C)c1nncnc1C(=O)NC,-4.6,0.0%,7.4%,-0.5%,35.9%[activator],-3.3
CN(C(=O)C1CCOC1)c1nnc(-c2cnccn2)s1 (stereo not drawn),16.3*,17.1%,nt,-2.3%,?,18.6
CCOc1ccccc1NC(=O)CCNS(=O)(=O)c1cccc2nsnc12,-1.6,7.9%,18.2%,-2.8%,-3.5%,-3.7
COc1ccc(CCn2c(N)c(C(=O)NCc3ccco3)c3nc4ccccc4nc32)cc1,-1.2,0.0%,?,-25.2%,-21.3%,-3.8
CC(C)[C@H](NC(=O)N1CCn2c1nc1ccccc12)C(=O)NCC1CCCO1 (stereo partly drawn),-3.5,-17.4%,11.8%,4.4%,8.3%,-3.7
Cc1nc(CSc2ccc(Cl)cc2)cc(N2CC(C)OC(C)C2)n1 (stereo not drawn),6.4,5.5%,?,6.3%,-5.0%,0.8
O=C(NN1C(=O)C2C(c3ccccc3)C=CC(c3ccccc3)C2C1=O)c1ccncc1 (stereo not drawn),-2.4,-0.9%,-3.6%,15.1%,-94.6%,-12.7
Cc1ccc(-n2c3c(c(=O)[nH]c2=S)C(C(F)(F)F)(C(F)(F)F)NC(=O)N3)cc1,-4.0,1.0%,nt,3.9%,12.3%,-12.5
CC(C)Cn1nc(C(=O)Nc2nnc(C3CC3)s2)c2ccccc2c1=O,nt,-21.4%,?,nt,?,nt
COc1ccc(/C=C/C(=O)NCC(=O)N/N=C(\C)Cc2ccccc2)cc1,-2.8,17.0%,35.8%[activator],6.5%,31.9%[activator],-10.3
CCc1ccccc1NS(=O)(=O)c1ccc2c(c1)NC(=O)CC(=O)N2,-1.0,1.1%,-4.8%,0.2%,8.5%,-1.7
# Other entries follow:
SMILES,Cycloheximide cs,Sm TGR inh,Pf growth 48h,Giardia FBPA inh,Pf growth 96h,Shiga toxin inh
O=C(CCN1C(=O)COc2ccccc21)NCCCN1CCc2ccccc2C1,-1.2,1.2%,nt,?,?,-15.5
O=C1C(=O)N(Cc2cccnc2)C(c2cccc(F)c2)/C1=C(/O)c1ccc2c(c1)OCO2 (stereo not drawn),6.6,5.5%,?,6.8%,49.1%[activator],41.8
CCCCn1c(N)c(N(CC(C)C)C(=O)c2ccc3c(c2)NC(=O)C(C)S3)c(=O)[nH]c1=O (stereo not drawn),-0.6,3.9%,58.4%[activator],nt,-16.8%,-4.3
COc1ccc(C(=O)NCc2cnn(C)c2)cc1OC1CCN(C(C)C)CC1,0.6,3.0%,6.2%,-8.8%,0.0%,-7.0
CCOc1ccc(N(CC(=O)NN=C2CCN(C)CC2)S(=O)(=O)c2ccc(Br)cc2)cc1,14.5,-6.0%,-3.1%,nt,14.7µM*,1.1
Cc1ccccc1OCC(=O)N/N=C/c1cccc2cccnc12,-2.4,0.0%,7.2%,nt,-4.7%,-22.8
CCOc1cc(OCC)cc(C(=O)NCc2ccco2)c1,0.7,-11.9%,13.2%,-5.4%,?,-6.3
Cc1ccnc(N/C=C/C(=O)c2ccc(Br)cc2)c1,48.8*,-23.2%,58.0%[activator],1.2%,122.0%[activator],110.3*
Brc1cccc2sc(N3CCN(c4ccccc4)CC3)nc12,24.0*,9.9%,31.3%[activator],1.6%,0.0%,30.0*
COc1cccc(C2/C(=C(\O)c3ccc4c(c3)OCCO4)C(=O)C(=O)N2CCCN2CCOCC2)c1OC (stereo not drawn),-1.9,?,-2.0%,nt,-15.7%,-3.7

# Entries shown so far containing an aryl methoxy group, in the order listed:
SMILES,Cycloheximide cs,Sm TGR inh,Pf growth 48h,Giardia FBPA inh,Pf growth 96h,Shiga toxin inh
COc1cc(/C=C(\C#N)c2nc3ccccc3[nH]2)ccc1OC(=O)c1ccco1,47.8*,0.4%,58.2%[activator],-0.2%,20.1%,42.9*
COc1ccc(C(C)=O)cc1CSCCC#N,-3.9,4.1%,nt,1.0%,?,-16.5
COc1ccc(COCCN2CCN(S(=O)(=O)c3ccc(C)cc3)CCC2=O)cc1,4.8&-3.7,-16.0%,-3.8%,-1.9%&1.7%,?,-15.6
COc1ccc(N(CC(=O)NCC2CCCO2)S(=O)(=O)c2ccccc2)cc1OC (stereo not drawn),-4.2,3.5%,7.0%,5.8%,-11.1%,-5.7
COc1ccc(-c2cc(C(=O)N3CCC4(CC3)OCCO4)c3ccccc3n2)cc1,24.9*,-7.5%,19.2%,nt,23.1%,38.7
COc1ccc(N2CCN(C3CCCN(Cc4cccc(OC)c4)C3)CC2)cc1 (stereo not drawn),-0.6,-7.9%,-19.5%,2.5%,?,-8.1
COc1cccc(Nc2nc(CN3CCOCC3)nc3sc4c(c23)CCCC4)c1,-2.9,0.4%,14.7µM*,6.4%,?,-7.9
COc1cc(OC)cc(-c2nnc(NC(=O)Cc3ccc(F)cc3)o2)c1,-3.3,-10.6%,-26.7%,nt,?,17.5
CCC(=O)Nc1ccc(NC(=O)c2ccco2)c(OC)c1,30.1*,3.2%,105.4%[activator],-4.0%,?,67.3*
COc1ccc(C(=O)N2CCCC(Nc3ccc(F)c(F)c3)C2)c(OC)n1 (stereo not drawn),24.8,-11.2%,-17.6%,nt,-6.3%,14.5
COc1ccc(CCn2c(N)c(C(=O)NCc3ccco3)c3nc4ccccc4nc32)cc1,-1.2,0.0%,?,-25.2%,-21.3%,-3.8
COc1ccc(/C=C/C(=O)NCC(=O)N/N=C(\C)Cc2ccccc2)cc1,-2.8,17.0%,35.8%[activator],6.5%,31.9%[activator],-10.3
COc1ccc(C(=O)NCc2cnn(C)c2)cc1OC1CCN(C(C)C)CC1,0.6,3.0%,6.2%,-8.8%,0.0%,-7.0
COc1cccc(C2/C(=C(\O)c3ccc4c(c3)OCCO4)C(=O)C(=O)N2CCCN2CCOCC2)c1OC (stereo not drawn),-1.9,?,-2.0%,nt,-15.7%,-3.7
